Screening data as filed in PubChem BioAssay.
CYP2C19 inhib – human CYP2C19 inhibition | CYP2C19 Supersomes, luciferin-H EGE luminescence, 30 min | inhibition, % at 5 µM | actives 21% (n = 96,000) | AID 778;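 active = CYP2C19 inhibition above a set limit at 5 µM in the primary screen, cut at about 50% in these data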;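 also: plate controls were negative control wells for no effect and 2.5 mM tranylcypromine positive control for full effect; values of inactives mirror those of a sister screen read the other way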
CYP2C19 act – increases human CYP2C19 enzyme activity. recombinant CYP2C19, luciferin-H EGE luminescence; active compounds read high; 0 = fully inhibited enzyme, 1 = untreated enzyme. activation factor at 5 µM. 96,000 tested, under 10 active. AID 1025;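 active = activation factor of at least 2 at 5 µM in the primary screen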;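 also: 0 = wells with 2.5 mM tranylcypromine and 1 = vehicle-only wells; values of inactives mirror those of a sister screen read the other way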
VCAM1 TNFa inh – reduces TNF alpha induced VCAM1 expression in HUVEC; HUVEC TNFa-induced VCAM-1 immunofluorescence, high-content imaging; inhibition, % at 2 µM; actives 0.48% (n = 95,000); AID 802;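 active = inhibition above the batch mean plus 3 SD, with images confirmed as a hit by eye, cut at about 37% in these data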;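 also: 0% = TNF-stimulated DMSO wells and 100% = unstimulated control wells; not every result past the cut was called active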
hDAT+cocaine – human DAT dopamine uptake with cocaine, either direction; Q01959; LLC-PK1 hDAT cells, [14C]-dopamine uptake with cocaine IC80; actives deviate in either direction; B-score at 10 µM; actives 1.3% (n = 110,000);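 active = Z score or B-score, a plate-position-corrected score, falls beyond the plate's 99.7% confidence bounds, in either direction; inactive = both scores lie inside the 99.7% bounds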;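 also: scored against the spread of the other compound wells on the same plate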
Target sequence (Q01959 whole entry, looked up): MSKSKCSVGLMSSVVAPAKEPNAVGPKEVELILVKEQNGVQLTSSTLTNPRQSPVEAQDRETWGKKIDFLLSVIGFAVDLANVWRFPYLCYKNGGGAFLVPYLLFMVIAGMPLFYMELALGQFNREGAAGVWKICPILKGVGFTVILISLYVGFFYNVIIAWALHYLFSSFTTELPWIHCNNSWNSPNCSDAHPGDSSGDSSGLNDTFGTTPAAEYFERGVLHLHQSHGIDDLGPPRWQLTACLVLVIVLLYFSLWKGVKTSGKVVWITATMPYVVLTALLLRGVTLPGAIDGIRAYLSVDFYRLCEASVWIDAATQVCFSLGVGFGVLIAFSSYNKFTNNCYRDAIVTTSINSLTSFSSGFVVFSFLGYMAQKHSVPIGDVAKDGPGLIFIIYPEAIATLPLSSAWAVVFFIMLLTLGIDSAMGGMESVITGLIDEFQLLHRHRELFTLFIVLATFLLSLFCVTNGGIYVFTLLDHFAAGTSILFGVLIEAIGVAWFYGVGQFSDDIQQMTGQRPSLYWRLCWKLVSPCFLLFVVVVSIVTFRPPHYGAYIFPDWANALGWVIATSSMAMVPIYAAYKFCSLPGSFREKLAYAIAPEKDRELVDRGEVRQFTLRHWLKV
HUVEC tox TNFa – HUVEC cytotoxicity counter-screen, TNF alpha stimulated. HUVEC TNFalpha-stimulated, Hoechst cell count, imaging. cell count reduction, % at 2 µM. actives 0.17% (n = 93,000). AID 848;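 active = cell count reduction exceeding the screen mean by over 5 SD, scaled to untreated wells per plate, cut at about 78% in these data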;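 also: cells counted after 24 h of TNF alpha exposure following the 1 h pretreatment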
CYP2C9 inh – inhibitors of human CYP2C9 | AID 777 | P11712 | CYP2C9 Supersomes, luciferin-H conversion, luminescence | actives 20% (n = 96,000) | inhibition, % at 5 µM;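 active = blocking of liver enzyme CYP2C9 beyond about 50% at 5 µM, limit read from the data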; also: values of inactives mirror those of a sister screen read the other way
Target sequence (P11712 whole entry, looked up): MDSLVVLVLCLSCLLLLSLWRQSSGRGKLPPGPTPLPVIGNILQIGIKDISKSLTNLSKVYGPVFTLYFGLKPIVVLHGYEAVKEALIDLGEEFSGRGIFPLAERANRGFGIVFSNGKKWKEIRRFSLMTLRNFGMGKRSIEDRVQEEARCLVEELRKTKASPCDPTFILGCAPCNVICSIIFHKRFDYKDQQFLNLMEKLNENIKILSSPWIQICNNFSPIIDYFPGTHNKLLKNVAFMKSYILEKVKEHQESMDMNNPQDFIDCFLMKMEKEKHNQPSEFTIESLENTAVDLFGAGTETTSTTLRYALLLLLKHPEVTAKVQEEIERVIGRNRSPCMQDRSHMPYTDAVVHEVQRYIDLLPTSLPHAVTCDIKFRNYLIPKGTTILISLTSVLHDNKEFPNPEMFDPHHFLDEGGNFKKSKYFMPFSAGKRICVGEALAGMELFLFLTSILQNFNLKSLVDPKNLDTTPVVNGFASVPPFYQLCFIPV
Candida biofilm – kills Candida albicans biofilms; C. albicans biofilm + clotrimazole, Alamar Blue; inhibition, % at 6 µM; actives 0.14% (n = 85,000);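 active = inhibition above 20%; inactive = inhibition below 20%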;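 also: preformed 24 hr biofilms exposed to compound for 48 hr; 0% = biofilm without compound and 100% = blank killed by clotrimazole plus chlorhexidine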
CYP2C9 activ – CYP2C9 (human) activation. recombinant CYP2C9, luciferin-H conversion, luminescence; active compounds read high; factor 1 = untreated enzyme, 0 = blocked. activation factor at 5 µM. actives 1.4% (n = 96,000);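 active = activation factor of 2 or more for CYP2C9 at a 5 µM dose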;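 also: 0 = sulfaphenazole-blocked wells and 1 = vehicle-only wells; values of inactives mirror those of a sister screen read the other way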
IL1B cytotox – toxic to HUVEC cells under IL-1B stimulation. HUVEC cell count loss, Hoechst imaging, IL-1B stimulated. cell count reduction, % at 2 µM. actives 0.41% (n = 94,000). AID 845;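 active = cell count reduction more than 3 SD above the screen-wide mean, cut at about 70% in these data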;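 also: normalized per plate to untreated control cells as the no-loss baseline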
The depositor's hits bear a star; . = not tested or not shown.

canonical_smiles | CYP2C19 inhib | CYP2C19 act | VCAM1 TNFa inh | hDAT+cocaine | HUVEC tox TNFa | CYP2C9 inh | Candida biofilm | CYP2C9 activ | IL1B cytotox
Cc1noc(NC(=O)c2ccccc2)c1C#N | 34 | 0.7 | 0 | -0.69 | -2 | 50 | . | 0.5 | 10
COc1ccc(-c2cc(C(=O)NCc3cccnc3)no2)cc1 | 20 | 0.8 | -7 | 1 | -3 | 58* | 5 | 0.4 | -64
COc1nc(-c2ccc(Cl)cc2)ccc1-c1noc(-c2cccs2)n1 | 7 | 0.9 | 9 | -0.19 | 18 | 23 | . | 0.8 | 17
O=C(NCC(c1cccnc1)N1CCN(c2ccccc2)CC1)OCc1ccccc1 (stereo unspecified) | . | . | -2 | -0.13 | -45 | . | 7 | . | -12
O=C(NC1CCCCC1)c1cccc(COCC(F)(F)F)c1 | . | . | 2 | -1.1 | -18 | . | 2 | . | 10
Cc1ccc2oc(Nc3nc(C)cc(C)n3)nc2c1 | 3 | 1 | 4 | 0.22 | -12 | -5 | 2 | 1 | 10
COC(=O)c1ccc(C(=O)OC)c(NC(=S)N2CCCCC2)c1 | 17 | 0.8 | 1 | 0.3 | -11 | 14 | . | 0.9 | -7
COc1ccccc1N1CCN(C(=O)c2cc(-c3cccc(Cl)c3)on2)CC1 | 8 | 0.9 | -10 | -0.66 | 2 | 9 | 9 | 0.9 | -16
C=CCn1c(=O)c(C(=O)Nc2ccccc2OC)c(O)c2ccccc21 | -2 | 1 | . | . | . | 6 | 8 | 0.9 | .
O=C(CSc1n[nH]c(=O)n1C1CC1)Nc1cc(Cl)ccc1Oc1ccccc1 | 59* | 0.4 | 0 | -0.31 | -10 | 83* | -5 | 0.2 | -7
CCCCOc1ccc(/C(O)=C2/C(=O)C(=O)N(CCN(C)C)C2c2ccc(O)c(OC)c2)cc1 (stereo unspecified) | -4 | 1 | . | -0.0022 | . | -7 | 9 | 1.1 | .
Cn1c(CN2CCOCC2)nnc1SCC(=O)NC1CCCCC1 | . | . | -42 | 0.67 | -33 | . | -2 | . | -28
O=C(NC1CCCc2ccccc21)C1CCCN(S(=O)(=O)c2cnc[nH]2)C1 (stereo unspecified) | 92* | 0.1 | -1 | -0.72 | -19 | 60* | 9 | 0.4 | 10
O=C1NC2(NN1c1ccccc1)C1CC3CC(C1)CC2C3 (stereo unspecified) | -1 | 1 | 9 | -0.58 | -26 | -6 | 2 | 1.1 | -69
O=C(C1CCCN(S(=O)(=O)c2cnc[nH]2)C1)N1CCN(c2ccc(Cl)cc2)CC1 (stereo unspecified) | 38 | 0.6 | 6 | -0.19 | 4 | 65* | 1 | 0.3 | -8
CCCn1c(=O)n(C)c(=O)c2c(SCC(=O)NCc3ccco3)nc(C3CC3)nc21 | 12 | 0.9 | -14 | 0.16 | -12 | 59* | 4 | 0.4 | -93
COc1ccc(CCn2c(NCc3ccco3)nc3c2c(=O)[nH]c(=O)n3C)cc1 | 3 | 1 | 21 | -0.53 | 1 | 2 | 9 | 1 | 2
COC(=O)c1cccc(NC(=O)COC(=O)CSc2nc(C)cc(C)n2)c1 | 26 | 0.7 | 16 | -1.1 | -9 | 28 | . | 0.7 | -14
Cn1c(=O)[nH]c(=O)c2c1nc(SCCN1CCCCC1)n2CCCc1ccccc1 | 13 | 0.9 | . | -1.4 | . | 39 | 3 | 0.6 | .
Cc1ccccc1C1CC(c2ccc(F)cc2)Nc2nc(N)nn21 (stereo unspecified) | 69* | 0.3 | 14 | 1.1 | -34 | 84* | 9 | 0.2 | -38

Three compounds out of the list above, sorted by their value in CYP2C9 activ, smallest number first:
| Compound | CYP2C9 activ |
| --- | --- |
| CCCn1c(=O)n(C)c(=O)c2c(SCC(=O)NCc3ccco3)nc(C3CC3)nc21 | 0.4 |
| Cn1c(=O)[nH]c(=O)c2c1nc(SCCN1CCCCC1)n2CCCc1ccccc1 | 0.6 |
| O=C1NC2(NN1c1ccccc1)C1CC3CC(C1)CC2C3 (stereo unspecified) | 1.1 |

(continued)
canonical_smiles | CYP2C19 inhib | CYP2C19 act | VCAM1 TNFa inh | hDAT+cocaine | HUVEC tox TNFa | CYP2C9 inh | Candida biofilm | CYP2C9 activ | IL1B cytotox
COc1ccc(C(=O)OCC(=O)Nc2ccc(OC(F)F)cc2)c(OC)c1 | 28 | 0.7 | 7 | 0.14 | -15 | 17 | . | 0.8 | 24
CN(C)c1ccc(/C=[N+](\[O-])C2SC(=S)N(C)C2(C)C)cc1 (stereo unspecified) | -16 | 1.2 | -4 | -0.48 | -1 | -17 | 0 | 1.2 | 5
CCOC(=O)c1c(C)[nH]c(C(=O)Cn2nnc(-c3ccccc3Cl)n2)c1C | 19 | 0.8 | -7 | -0.03 | 1 | 82* | 3 | 0.2 | -20
CC1=NOC2(C1)/C(=N/O)CCC/C2=N\O (stereo unspecified) | -11 | 1.1 | -1 | -0.42 | 12 | -1 | -1 | 1 | 0
CC(C)(Oc1ccc(Br)cc1)C(=O)N1CCc2ccccc21 | 21 | 0.8 | 6 | 0.036 | -2 | 18 | 5 | 0.8 | -8
Cc1ccccc1NC(=O)N1C2CCCC1CC(NC(=O)C(C)(C)C)C2 (stereo unspecified) | 2 | 1 | . | -0.78 | . | -11 | -2 | 1.1 | .
CC1(C)OC(=O)C(=CNc2cccc(C(=O)O)c2)C(=O)O1 | 5 | 1 | 16 | -7* | -46 | -7 | 3 | 1.1 | 6
CCOC(=O)c1oc2c(O)c(O)ccc2c(=O)c1-c1nncn1-c1ccccc1 | -14 | 1.1 | 6 | 0.12 | -17 | -20 | 8 | 1.2 | -5
COc1ccc(NC(=O)CN2C(=O)C(C)Oc3ccccc32)cc1 (stereo unspecified) | 26 | 0.7 | 3 | -0.52 | -7 | 1 | . | 1 | 6
COC(=O)C1=CN(CCCN2CCCC2=O)C=C(C(=O)OC)C1c1cccs1 | 20 | 0.8 | 6 | 0.24 | 14 | 16 | . | 0.8 | -8
CCC(=O)c1ccc(N2CCN(C(=O)c3ccc(Br)cc3)CC2)c(F)c1 | 39 | 0.6 | -48 | 0.23 | -52 | 14 | 1 | 0.9 | -36
O=C(Nc1ccc2nsnc2c1)c1cccs1 | 55* | 0.4 | . | -0.11 | . | 22 | -1 | 0.8 | 4
CCn1c(-c2ccc3[nH]c(C)c(C)c3c2)n[nH]c1=S | 78* | 0.2 | 4 | -0.069 | -3 | 90* | 7 | 0.1 | 16
CCOC(=O)c1c(-c2ccccc2)csc1NC(=O)C1CCCO1 (stereo unspecified) | -4 | 1 | 16 | 0.26 | -13 | 16 | . | 0.8 | -50
Cc1nn(Cc2ccccc2Cl)c2sc(C(=O)NCc3ccc4c(c3)OCO4)cc12 | 92* | 0.1 | 13 | 1.2 | -35 | 99* | 3 | 0 | -22
O=C(c1n[nH]c2c1CCCC2)n1ccnc1 | 16 | 0.8 | . | -0.8 | . | 52* | 6 | 0.5 | .
O=C(NCCc1ccccc1)C1CCN(C(=O)c2sccc2-n2cccc2)CC1 | 28 | 0.7 | . | 1.4 | . | 2 | 8 | 1 | .
Oc1oc(-c2ccco2)nc1C=Nc1cccc(Cl)c1 | 14 | 0.9 | . | -0.34 | . | 32 | -5 | 0.7 | .
CC(C)CC(=O)Nc1ccccc1N1CCOCC1 | 14 | 0.9 | -11 | 1.4 | -19 | 4 | 7 | 1 | -17
CCOC(=O)N/N=C(/C)c1ccc([N+](=O)[O-])o1 | -15 | 1.2 | 9 | 1.2 | -22 | -15 | -3 | 1.2 | -13
CC1(C)CC(=O)C(C(C#Cc2ccccc2)C2=C(O)CC(C)(C)CC2=O)=C(O)C1 | 48 | 0.5 | 15 | 1.6 | 6 | 13 | 5 | 0.9 | -27
Cc1ccc(S(=O)(=O)N2CCN(C)CC2)c(C)c1N(C)S(=O)(=O)c1ccc(Cl)cc1 | 67* | 0.3 | 16 | 0.8 | 3 | 47 | . | 0.5 | 9
CC(=O)Oc1cccc(N2C(=O)C3CC=C(Cl)CC3C2=O)c1 (stereo unspecified) | 26 | 0.7 | 6 | -2.5 | -21 | 3 | 10 | 1 | -7
CCOC(=O)c1c(NC(=O)COC)sc(C)c1C | . | . | 12 | -0.9 | 7 | . | 3 | . | -25
CCOC(=O)C1C(=O)NC(SCC(N)=O)=C(C#N)C1c1ccccc1OCC (stereo unspecified) | 76* | 0.2 | . | 0.83 | . | 42 | 3 | 0.6 | .
Cc1ccc(S(=O)(=O)NNC(=O)c2sccc2-n2cccc2)cc1 | 31 | 0.7 | 9 | 0.72 | -6 | 24 | . | 0.8 | 0
COc1ccc(OC)c(C(=O)c2ccc(C(=O)N3CCCCC3)cc2)c1 | 13 | 0.9 | 3 | 1.8 | -27 | 73* | 1 | 0.3 | -15
COc1ccc(N2CCC(CNC(=O)Nc3cccc(OC)c3)C2)cc1 (stereo unspecified) | 40 | 0.6 | 14 | 0.43 | -9 | 76* | 4 | 0.2 | .
O=C1C(Cc2ccc(O)cc2)NC(=S)N1c1ccccc1 (stereo unspecified) | 57* | 0.4 | 14 | 1.3 | 2 | 38 | . | 0.6 | 6
Cc1ccc(S(=O)(=O)c2cc3c(=O)n4ccccc4nc3n(Cc3ccco3)c2=N)cc1C | 24 | 0.8 | -12 | 0.39 | -22 | 35 | 5 | 0.6 | -24
Cc1cc(Cl)ccc1N=c1ssnc1Cl | -7 | 1.1 | 6 | -1.2 | -5 | 21 | 6 | 0.8 | 4
Cn1cc(S(=O)(=O)N2CCc3ccccc3C2)c(=O)n(C)c1=O | 20 | 0.8 | -6 | -1.2 | -6 | -16 | 12 | 1.2 | -30
Cc1occc1C(=O)N/N=C/c1c[nH]c2ccccc12 | 13 | 0.9 | 12 | 1.5 | -23 | -19 | . | 1.2 | -15
CN(C1=C(N2CCCCC2)C(=O)c2ccccc2C1=O)c1ccccc1 | 95* | 0.1 | 10 | 1.3 | -12 | 90* | 1 | 0.1 | 0
Cc1csc(SCC(=O)Nc2nc(-c3ccccc3)cs2)n1 | 28 | 0.7 | 13 | 0.32 | -6 | 25 | -3 | 0.8 | 6
Cc1nnc(C)n1/N=C/C=C/c1ccccc1 | 7 | 0.9 | 4 | -0.64 | -22 | 3 | -8 | 1 | -2
O=C(Nc1ncn[nH]1)c1c(Cl)ccc(Cl)c1Cl | 88* | 0.1 | -28 | 1.1 | . | -37 | 6 | 1.4 | 21
COC(=O)CSc1nc(C2CC2)cc(C(F)(F)F)c1C#N | 66* | 0.3 | 8 | -0.096 | -19 | 0 | 3 | 1 | 19
CCOC(=O)NC(CC(=O)O)c1ccc(OC)c(OC)c1 (stereo unspecified) | -8 | 1.1 | -4 | -0.29 | -9 | -15 | 6 | 1.2 | 5
COC(=O)c1c(C)cc(C)n2c1nc1ccccc12 | -1 | 1 | 10 | -0.82 | 0 | 2 | 4 | 1 | -45
Cc1[nH]c2ccccc2c1C(=O)CSCC(=O)O | 1 | 1 | -4 | -0.0026 | -26 | -30 | 5 | 1.3 | 4
CCc1sc(NC(=O)COC)nc1-c1ccccc1 | 75* | 0.2 | 4 | -0.4 | 8 | 57* | 2 | 0.4 | -12
CC(=O)c1cccc(NC(=O)N2CCCC2C(=O)Nc2cc(C)ccc2C)c1 (stereo unspecified) | 1 | 1 | 18 | -1.5 | -45 | 45 | 2 | 0.5 | -36
O=c1oc2ccccc2cc1C1=Nn2c(nnc2-c2cccnc2)SC1 | 10 | 0.9 | 10 | -0.68 | -6 | 22 | 8 | 0.8 | 0
